# High-throughput results: PubChem BioAssay, National Center for Advancing Translational Sciences (NCATS)
# AmpC inh det – blocks E. coli AmpC beta-lactamase in presence of detergent | P00811 | purified AmpC, nitrocefin hydrolysis with detergent | Potency, µM (highest dose often 28.7 µM), inactives show at the top dose activity change, negative = inhibition | hit rate 0.09% among 71,000 | AID 584; active = well fitted curve in the direction sought with a large enough effect
# Target sequence (P00811 whole entry, looked up): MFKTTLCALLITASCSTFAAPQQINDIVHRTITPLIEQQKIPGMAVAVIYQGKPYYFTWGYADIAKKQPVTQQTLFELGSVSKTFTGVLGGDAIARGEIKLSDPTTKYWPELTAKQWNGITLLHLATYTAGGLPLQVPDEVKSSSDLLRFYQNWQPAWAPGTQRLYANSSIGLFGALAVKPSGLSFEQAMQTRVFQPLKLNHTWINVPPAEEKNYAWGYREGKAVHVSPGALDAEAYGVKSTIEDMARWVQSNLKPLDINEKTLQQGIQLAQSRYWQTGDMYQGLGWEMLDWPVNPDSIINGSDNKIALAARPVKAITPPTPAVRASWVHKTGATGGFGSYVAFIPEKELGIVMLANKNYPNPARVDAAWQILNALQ
#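 E. coli AmpC (5.3 nM) in 20 mM phosphate pH 7.0 with 0.01% Triton X-100, preincubated 15 min RT with compound; nitrocefin (2 uL of 800 uM stock) hydrolysis followed by 480 nm absorbance every 20 s over 4 min.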
# Active calls of the source: *; & = joins results of further samples; [ ] = another dose, or the depositor's remark. % is scaled to controls: 0 for no effect and ±100 for the full control effect; potency is read from the fitted curve at half-maximal effect.
SMILES,AmpC inh det
Cc1ccc(S(=O)(=O)N(Cc2nccn2C)C(C)C)cc1,-3%
O=C(COc1ccccc1)Nc1nc(-c2ccc(S(=O)(=O)N3CCOCC3)cc2)cs1,4%
c1ccc(Oc2ccc(-n3cnnn3)cc2)cc1,-2%
COc1ccc(OC)c(-n2cc3c(=O)n(C)c(=O)n(C)c3c2)c1,4%
COc1ccc2oc(C)c(C(=O)Cn3ccnc3)c2c1,0%
COCCn1c(=O)[nH]c2cc(C(=O)NCCc3ccc(OC)c(OC)c3)ccc2c1=O,-6%
CCOC(=O)c1c(NC(=O)c2ccco2)sc(C(=O)N2CCCC2)c1C,11%
O=C1c2ccccc2NC(c2ccncc2)N1c1ccccn1 (stereo not given),7%
Cc1sc(NC(=O)CSc2nnc(-c3ccccc3)o2)c(C#N)c1C,9%
COCCn1c(=NC(=O)CSC(C)=O)sc2cc(F)ccc21,-3%
CC(C)OC(=O)CSc1nc2ncccc2[nH]1,-2%
COc1cc(CNCc2ccc(OC)c(OC)c2OC)cc(OC)c1,1%
CCCc1cc(C(=O)Nc2ccccc2C(=O)OC)no1,5%
Cc1ccc(C2C(C#N)=C(N)SC(N)=C2C#N)o1,-7%
Cc1ccccc1Cn1c(=O)c2c(nc3n2CCCN3Cc2ccccc2)n(C)c1=O,-5%

# Seven entries out of the list, arranged by molar mass, rising:
SMILES,AmpC inh det
CC(C)OC(=O)CSc1nc2ncccc2[nH]1,-2%
Cc1ccc(C2C(C#N)=C(N)SC(N)=C2C#N)o1,-7%
CCCc1cc(C(=O)Nc2ccccc2C(=O)OC)no1,5%
O=C1c2ccccc2NC(c2ccncc2)N1c1ccccn1 (stereo not given),7%
COCCn1c(=NC(=O)CSC(C)=O)sc2cc(F)ccc21,-3%
Cc1sc(NC(=O)CSc2nnc(-c3ccccc3)o2)c(C#N)c1C,9%
Cc1ccccc1Cn1c(=O)c2c(nc3n2CCCN3Cc2ccccc2)n(C)c1=O,-5%

# Next compounds:
SMILES,AmpC inh det
O=C(CSc1nncs1)NCc1ccc2c(c1)OCO2,-4%
CN1CCC2(CC1)Nc1nc(SCc3ccc(Cl)cc3)nn1C1=C2CN(C)CC1,-3%
CC1(C)Cc2c(c(=S)nc(-c3ccccc3)n2CCCN2CCOCC2)CO1,2%
CC(=O)[C@@H]1[C@@H]2C(=O)N(Cc3ccccc3)C(=O)[C@@H]2C2c3ccccc3C=CN21 (stereo not given in full),-6%
CN1[C@@H]2CC[C@H]1CC(OC(=O)[C@@H](CO)c1ccccc1)C2 (stereo not given in full),0%
Cc1ccc(C(C(=O)NC2CCCC2)N(Cc2cccs2)C(=O)CNC(=O)c2cccs2)o1 (stereo not given),-7%
CN(Cc1ccco1)c1ncncc1-c1cccc(NS(C)(=O)=O)c1,8%
Cc1ccc(OCc2nnc(SCc3nc4ccccc4[nH]3)n2Cc2ccco2)cc1,14%
O=C1C=C(NCc2ccncc2)CC(c2ccccc2)C1 (stereo not given),6%
O=C(O)C1CSC(c2ccccc2)N1C(=O)c1ccco1 (stereo not given),-6%
CCN(CC)c1cc(C)c2cc(NC(=O)CNC(C)=O)ccc2n1,24%
CCOc1ccc(CNC(=O)NS(=O)(=O)c2ccc(OC)cc2)cc1,-2%
COc1ncc2nc(-c3cccs3)c(=O)n(Cc3cccs3)c2n1,0%
COc1ccc(-c2nnc3ccc(SC(C(C)=O)C(C)=O)nn23)cc1OC,-4%
c1cnc(N2CC[N+]3(CCCC3)CC2)nc1,-4%
O=C(O)c1ccc(S(=O)(=O)NC2CCCc3ccccc32)cc1 (stereo not given),-2%
COc1ccc(NC(=O)CCOc2ccccc2)c(OC)c1,-1%
CCCn1c(C)nc2c(NCCCCN(C)C)nc(C)nc21,17%
CCn1c(C)c(C(C)=O)c(NCc2ccccc2)nc1=S,-1%
CN1CCc2cc(O)cc3c2[C@H]1Cc1ccc(O)c(O)c1-3,2%
Cn1c(=O)c2c(nc(SCC(=O)Nc3ccccc3)n2C)n(C)c1=O,9%
CCOc1cc(C2c3c(n[nH]c3C)C(=O)N2c2ccc(C)cc2)ccc1O (stereo not given),-1%
CCc1ccc(-c2nc(CS(=O)CC(=O)NCc3cccnc3)c(C)o2)cc1 (stereo not given),-3%
COc1ccc2nc(NC3=NCN(CC4CCCO4)CN3)nc(C)c2c1 (stereo not given),-1%
COCCCNC(=O)C1CCN(C(=O)c2cc3sccc3n2Cc2ccc(F)cc2)CC1,-1%
Cc1ccc2[nH]c(=O)c(C(c3nnnn3CC3CCCO3)N3CCOCC3)cc2c1 (stereo not given),9%
CC1=C(C(=O)NCc2ccccc2)C(c2cccs2)n2ncnc2N1 (stereo not given),10%
O=C(CSc1nnnn1-c1ccccc1)Nc1nc(-c2ccccc2)ns1,-9%
Cc1nc(CCNS(=O)(=O)c2cccs2)cs1,-3%
Cc1cc(OCc2nc(N)nc(N)c2-c2ccc(Cl)c(Cl)c2)ccc1[N+](=O)[O-],-2%[5.75 µM]
CCOC(=O)c1c(C)oc2cc(Br)c(OC(C)C(=O)OCC)cc12 (stereo not given),8%
Cn1c(SCC(=O)N2CCN(c3cccc(Cl)c3)CC2)nnc1-c1ccncc1,-3%
COc1ccc(C(C)=O)c(Oc2nc(CN3CCOCC3)nc3scc(-c4cccs4)c23)c1,-2%
Cc1[nH]nc2c1C(C1CC=CCC1)C(C#N)=C(N)O2 (stereo not given),5%
Cc1ccc2c(c1)[nH]c1c(=O)n(CCN3CCNCC3)cnc12,-1%
O=S(=O)(Cc1ccccc1)N1CCCC(c2nc(-c3ccc(F)cc3)no2)C1 (stereo not given),14%
O=C1c2ccccc2NC(c2ccco2)N1O (stereo not given),0%
O=C(C1CCCN(Cc2ccccc2Br)C1)N1CCCCC1 (stereo not given),13%
Cc1cccc(NS(=O)(=O)c2cc(C(=O)OCC(=O)Nc3cc(C)on3)ccc2C)c1,0%
C=C1CC[C@H]2C(C)(C)[C@H](O)CC[C@]2(C)[C@@H]1COc1ccc2ccc(=O)oc2c1,-3%
O=C(c1cnccn1)N1CCC2(CC1)CCN(C(c1ccccc1)c1ccccc1)CC2,3%
O=C(O)[C@@H]1CCCN1Cc1c[nH]c2ccccc12,-1%[5.75 µM]
N#CC1=C(N)N(c2ccccc2)C2=C(C(=O)CCC2)C1c1ccsc1 (stereo not given),-1%
COC(=O)c1nonc1NCn1nnc2ccccc21,-1%
Cc1c(C(=O)OCC(=O)N2CC(C)OC(C)C2)oc2ccc(Br)cc12 (stereo not given),11%

# Looked up one by one from above, two records:
SMILES,AmpC inh det
Cc1[nH]nc2c1C(C1CC=CCC1)C(C#N)=C(N)O2 (stereo not given),5%
O=S(=O)(Cc1ccccc1)N1CCCC(c2nc(-c3ccc(F)cc3)no2)C1 (stereo not given),14%

# Next results.
SMILES,AmpC inh det
CC(=O)C1=C(C)OC(N)=C(C#N)C1c1ccncc1 (stereo not given),-2%
CCCCCC1CC(CC(=O)O)C(=O)O1 (stereo not given),11%
Cc1cc(C)cc(N2C(=O)CC(n3ccnc3)C2=O)c1 (stereo not given),-3%
O=C(CCn1c(=O)oc2ccccc21)N1CCc2ccccc21,-13%
COc1cccc(C(=O)Nc2cc(NC(=O)c3ccco3)ccc2OC)c1,-3%
CCOC(=O)CSc1nnc(CNc2nc(-c3ccccc3)cs2)n1C,7%
C=CCc1c(C)nc(SC)nc1Nc1ccc(C(C)=O)cc1,-3%
CCCCCCC(=O)c1c(C)[nH]c(C(=O)OCC)c1C,-4%
CCOc1ccc(C2C(C(=O)c3ccco3)=C(O)C(=O)N2Cc2cccnc2)cc1 (stereo not given),1%
COc1cccc(C(=O)Nc2ccc(NC(=O)C3CC3)cn2)c1,-4%
CCCCOc1ccc(NC2=NC3(CCCCC3)N=C(N)N2)cc1,-1%
Cc1oc(-c2ccc(Cl)cc2)nc1CN1CCCC(C(=O)NCCCN2CCCC2=O)C1 (stereo not given),14%
N#Cc1cccc(NC(=O)N2CC[C@@]3(CCCN(C(=O)c4cnccn4)C3)C2)c1,12%
COC(=O)c1ccccc1NC(=O)CC#N,2%
Cc1cc2cc(CNC(=O)c3cccs3)ccc2n1C,-4%
Cc1cc2cc(C)c3nnc(SCC(=O)NCc4ccco4)n3c2cc1C,-3%
CC(=O)Nc1cccc(NC(=O)c2c(-c3ccccc3Cl)noc2C)c1,2%
O=C(Cc1nc2ccccc2s1)c1ccc(O)cc1O,-2%
COCCNC(=O)CSc1nc2cc(OC)c(OC)cc2c(=O)n1Cc1ccc(OC)cc1,-3%
CC1(C)CC[C@]2(C(=O)O)CC[C@]3(C)C(=CC[C@@H]4[C@@]5(C)CC[C@H](O)C(C)(C)[C@@H]5CC[C@@]43C)[C@@H]2C1,0%
CCN(c1ccccc1)S(=O)(=O)c1ccc(Oc2ccc(-n3ccnc3)cc2)nc1,-3%
CCOC(=O)c1c(NC(=O)c2ccco2)sc2c1CCCC2,3%
COc1ccc(N(C)S(=O)(=O)c2ccc3c(c2)CCC(=O)N3)cc1,-3%
CC1=C(C(=O)Nc2ccccc2)C(c2ccc(C)o2)n2ncnc2N1 (stereo not given),1%
COc1ccccc1CNc1nc2nc(C)cc(=O)n2[nH]1,0%
O=C(Nc1cccc(F)c1)c1ccc2c(c1)OCO2,-3%
c1ccc(-c2nnc(CSc3nc4ccccc4[nH]3)o2)cc1,-1%
COc1ccc(OC)c(NC(=O)CSc2nc3ccccc3c(=O)n2CCNC(C)=O)c1,-4%
O=C(Cc1cn2ccsc2n1)Nc1cccc2cnccc12,0%
COc1ccc(NC(=O)CN2CCC(C(N)=O)CC2)cc1,-8%
CN1C(=O)C2CN(CCc3ccccc3)CNC2N(C)C1=O (stereo not given),1%
CCOC(=O)COc1ccc(S(=O)(=O)NCc2ccco2)cc1,-6%
CCOc1ccc2[nH]c(=O)c(C(c3nnnn3CCOC)N3CCOCC3)cc2c1 (stereo not given),1%
COc1ccccc1CC(=O)NCCc1ccc(S(N)(=O)=O)cc1,-5%
CCC(=O)Nc1ccc(NC(=O)c2cc3ccccc3o2)cc1,-1%
O=C(CC(=O)Nc1ccccn1)Nc1ccccn1,10%
Cc1cc(NC(=O)CSc2ccccc2)no1,-6%
CS(=O)(=O)N1CCN(c2nnc(-c3ccccc3)c3ccccc23)CC1,-1%
O=C(Nc1ccncc1)C1CCCN(S(=O)(=O)c2cccc3cccnc23)C1 (stereo not given),8%
O=C(OCC(=O)N1CCN(C(=O)c2ccco2)CC1)c1ccccc1OCc1ccccc1,-1%
Cc1cc(C)n(-c2nnc(C)n2/N=C/c2ccccc2OCc2ccccc2Cl)n1,25%
Cc1cnc(CNc2nc(-c3ccoc3)nc3ccccc23)cn1,8%
C=CCSc1nc2c(c(=N)n1CC=C)C1CCCC1S2 (stereo not given),-2%
COC(=O)[C@H](CCSC)NC(=O)Nc1ccc(OC)c(Cl)c1,-1%
Cc1cc(NC(=O)CCC(=O)N(c2cccnc2)C(C(=O)NC2CCCC2)c2ccccc2F)no1 (stereo not given),14%
CCOC(=O)COc1c(OC)cc(Cl)cc1C1NC(=O)NC(C)=C1C(C)=O (stereo not given),-4%
CCOCCCn1c(=N)c(C(=O)Nc2cc(C)on2)cc2c(=O)n3ccccc3nc21,-1%
Cn1c(=O)c2c(nc(NC3CCCCC3)n2Cc2ccccc2)n(C)c1=O,14%
CCC(c1nnnn1CCC(C)C)N1CCC(C(N)=O)CC1 (stereo not given),12%
O=C(OCn1nnc2ccccc2c1=O)c1ccc(S(=O)(=O)N2CCOCC2)cc1,-3%
O=C1CC(C2CCCO2)C(=O)N1Cc1ccccc1 (stereo not given),-5%
COc1cccc(C(c2sc3nc(C)nn3c2O)N2CCN(C(=O)c3ccco3)CC2)c1 (stereo not given),11%
COc1cc2nc(CC(C)C)n(NC(=O)c3ccccc3)c(=O)c2cc1OC,13%
N#CCCCl,8%&11%
COc1ccc(CN2CCCCC2C(=O)Nc2ccc(OC)c(OC)c2)cc1OC (stereo not given),-1%
CCOC(=O)CSc1nc2c(c(=O)[nH]c(=O)n2C)n1CCCc1ccccc1,14%
COc1ccc(-c2noc(C3CCCN(C(=O)c4cccs4)C3)n2)cc1 (stereo not given),-4%
COc1cc(C(=O)OC(C)CN2CCCC2)cc(OC)c1OC (stereo not given),-2%
CC(NS(=O)(=O)c1ccc(OCC(=O)N2CCOCC2)cc1)c1ccccc1 (stereo not given),-4%
CCC(=O)N1Cc2ccccc2-c2ccccc2C1=O,-2%

# Grouped by structure, those above with a COOH group (five)
SMILES,AmpC inh det
O=C(O)C1CSC(c2ccccc2)N1C(=O)c1ccco1 (stereo not given),-6%
O=C(O)c1ccc(S(=O)(=O)NC2CCCc3ccccc32)cc1 (stereo not given),-2%
O=C(O)[C@@H]1CCCN1Cc1c[nH]c2ccccc12,-1%[5.75 µM]
CCCCCC1CC(CC(=O)O)C(=O)O1 (stereo not given),11%
CC1(C)CC[C@]2(C(=O)O)CC[C@]3(C)C(=CC[C@@H]4[C@@]5(C)CC[C@H](O)C(C)(C)[C@@H]5CC[C@@]43C)[C@@H]2C1,0%

# Next section
SMILES,AmpC inh det
Cc1c(O)c(CN2CCCC2)cc2c3c(c(=O)oc12)CCC3,-1%
Cc1cc(C)n2nc(C(=O)Nc3ccccc3N3CCOCC3)nc2n1,-3%
CC(=O)Nc1cccc(OCC(=O)NS(=O)(=O)c2ccc(C)cc2)c1,-5%
Cc1csc(N(C)C(=O)CSc2nnc(COc3cccc4ccccc34)o2)n1,10%
COc1cccc(/C=N/n2c(C)c3c(C)nnc(C)c3c2C)c1O,-3%
CN(C)c1ncc2ncc(=O)n(C3CC3)c2n1,-1%
CCCn1c(SCc2cc(=O)oc3ccc4ccccc4c23)n[nH]c1=O,-4%
CCCCN1C(=O)c2ccc(C(=O)Nc3c(N)n(CCCC)c(=O)n(C)c3=O)cc2C1=O,9%
O=C(CCc1nc(-c2ccccc2F)no1)NC1CCCCCC1,-1%

# Another view of part of the listing above:
SMILES	AmpC inh det
COc1cccc(/C=N/n2c(C)c3c(C)nnc(C)c3c2C)c1O	-3%
CN(C)c1ncc2ncc(=O)n(C3CC3)c2n1	-1%
CCCn1c(SCc2cc(=O)oc3ccc4ccccc4c23)n[nH]c1=O	-4%

# Not all compounds are listed (hit frequency here may not be typical).
